# Screens: PubChem, National Center for Advancing Translational Sciences (NCATS)
# ERK EGF block: qHTS Assay for Inhibitors of the ERK Signaling Pathway using a Homogeneous Screening Assay; Stimulation with EGF; Potency, µM (series often up to 11.5 µM), for the others: at the highest dose activity change, negative = inhibition, most hits filed as inhibitors; 0.41% of 130,000 active; HEK293-V1b, EGF-stimulated phospho-ERK AlphaScreen; active means well fitted inhibition curve with a large enough effect; inconclusive means small, poorly fitted or top-dose-only effect, or effect the other way;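 further: plate controls were stimulated vehicle wells for no effect and unstimulated vehicle basal for full effect; nearly all actives have a fitted effect of over 55% in size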
#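 EGF-stimulated (25 nM, 5 min) phospho-ERK in HEK293 cells stably expressing V1b, cells pretreated 30 min with compound at 37C. Homogeneous AlphaScreen read on lysates.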
# The depositor's hits bear a star; ? = inconclusive; & = joins results of further samples; [ ] = remark or other dose. Potency means the concentration at half of the fitted maximal effect.
compound	ERK EGF block
Clc1ccc(-c2nc(N3CCCCC3)nc3ccccc23)cc1	?
COCCCNC(=O)c1ccccc1Sc1ccc(NC(C)=O)nc1	0%
CCOC(=O)c1ccc(S(=O)(=O)N(CCO)Cc2cc3cc(OC)c(OC)cc3[nH]c2=O)cc1	-18%[57.5 µM]
O=C1C=C(NCc2ccccc2)CCC1	2%
O=C(COC(=O)/C=C/c1ccc(F)cc1)Nc1ccccc1-c1ccccc1	1%
CC1CC(C)CN(C(=O)CSCC(=O)O)C1 (stereo not given)	5%[57.5 µM]
Cc1ccccc1COc1ccc(/C=C(\C#N)C(N)=O)cc1	2%
COc1ccccc1/C=C/C1(C(=O)NC2CCCC2)CC(=O)N1c1ccc(F)cc1 (stereo not given)	-8%
COC(=O)[C@H]1O[C@@H](c2cc(OC)c(C)c(OC)c2OCc2ccccc2)[C@H](C)[C@H]2O[C@@]12C	3%&-10%
CN(CCCNC(=O)c1cc2c(Cl)nc3ccccc3c2s1)Cc1ccccc1	25µM*
Nc1nc(Cl)cc(N2CCCC2)n1	2%
CN(CC1COc2ccccc2O1)C(=S)Nc1ccccc1F (stereo not given)	4%

# Look-ups from the entries so far:
# ERK EGF block with COc1ccccc1/C=C/C1(C(=O)NC2CCCC2)CC(=O)N1c1ccc(F)cc1 (stereo not given) stands at -8%
# ERK EGF block with CCOC(=O)c1ccc(S(=O)(=O)N(CCO)Cc2cc3cc(OC)c(OC)cc3[nH]c2=O)cc1 stands at -18%[57.5 µM]
# ERK EGF block with CN(CCCNC(=O)c1cc2c(Cl)nc3ccccc3c2s1)Cc1ccccc1 stands at 25µM*
# ERK EGF block with Cc1ccccc1COc1ccc(/C=C(\C#N)C(N)=O)cc1 stands at 2%
# ERK EGF block with CN(CC1COc2ccccc2O1)C(=S)Nc1ccccc1F (stereo not given) stands at 4%
# ERK EGF block with COC(=O)[C@H]1O[C@@H](c2cc(OC)c(C)c(OC)c2OCc2ccccc2)[C@H](C)[C@H]2O[C@@]12C stands at 3%&-10%

# The list continues:
compound	ERK EGF block
O=C(COc1ncnc2sccc12)N1CCN(c2ccccc2)CC1	3%[57.5 µM]
CCN(CC)c1ccc(/C=C(\C#N)C(N)=O)cc1	6%
O=C(Nc1cc(N2CCOCC2)ncn1)NC1(C(F)(F)F)Oc2ccccc2O1	-7%
CCSc1nnc(NC(=O)CSc2nc3c(c(=O)n2-c2ccccc2)SCC3)s1	-3%
Cc1ccc(S(=O)(=O)NCCC(=O)Nc2cccc(Cl)c2)cc1	1%
CC(=O)Nc1ccc(S(=O)(=O)Nc2ccc([N+](=O)[O-])cc2)cc1	13%
COc1ccc(-n2cc(-c3ccccc3)c3c(N4CCOCC4)ncnc32)cc1	-11%
Cc1c(-c2ccnc3cc(C(=O)O)nn23)cnn1C	2%
C=CCc1cc(Cl)ccc1OCCOCCNCCOC	-6%
CCOc1ccc(NC(=O)[C@@H](NC(=O)OCc2ccccc2)[C@@H](C)CC)cc1	5%
COc1ccc(NC(C)=O)cc1NC(=O)CCn1c(=O)sc2ccccc21	0%
CCOC(=O)c1sc2nc(CSc3ccccc3)nc(NCCN(C)C)c2c1C	6%
Cc1ccc2nc(NC(=O)C3CCN(S(=O)(=O)c4cccc5nsnc45)CC3)sc2c1	?
COc1ccccc1C(=O)NCC(=O)N/N=C/c1ccc([N+](=O)[O-])cc1	-4%
CCOC(=O)C1=C(c2ccccc2)NC(=O)NC1c1cc(Br)c(O)c(OC)c1 (stereo not given)	-5%
C[C@@H]1Cc2c(O)c(O)cc(O)c2C(=O)O1	9%[57.5 µM]
COc1cc(NC(=O)c2cccs2)c(C(=O)OCC(=O)c2cc(C)n(-c3ccc(F)cc3)c2C)cc1OC	9%
C=CCCCCc1nc2ccccc2c(=O)n1N	6%
N#Cc1ccc(/C=C\c2nccc3c2[nH]c2ccccc23)cc1	-27%
CC(=O)c1c(C)[n+]([O-])c2ccc3c(non3O)c12	-9%
Cc1cc(/C=N/NC(=O)c2cccs2)c(C)n1-c1cnccn1	-18%[57.5 µM]
COc1cccc(NC(=O)C2(S(=O)(=O)c3ccc(Cl)cc3)CC2)c1	1%[57.5 µM]
C/C(=C/c1ccccc1)C(=O)N1CC(C)OC(C)C1 (stereo not given)	?
S=C(Nc1ccccc1Cl)N(CCCN1CCOCC1)Cc1ccccn1	2%
COc1ccc(Oc2ncc3nc(CCc4ccccc4)c(=O)n(CCC#N)c3n2)cc1	-2%
COc1ccc(/C=C2/SC(=O)N(CC(O)Cn3c4ccccc4c4ccccc43)C2=O)cc1 (stereo not given)	-5%
CCC1C(=O)N=C(SCC(=O)NC2CCCCC2)NC1=O (stereo not given)	-1%
Cc1c(Br)c(C(F)(F)F)nn1CC(=O)NCc1ccccc1	2%
CCC1CCc2c(sc(NC(=O)c3cccnc3)c2C(N)=O)C1 (stereo not given)	-1%[57.5 µM]
O=C(C[n+]1ccccc1)N/N=C/c1ccc(O)cc1	-4%
CCC1(C(=O)c2ccc(Cl)cc2)C2c3ccccc3OC(=O)C21C(=O)Nc1ccccc1 (stereo not given)	4%
CC(C)c1ccc(NC(=S)NC2CCCCCC2)cc1	-8%
Cc1ccccc1C(=O)c1cccn1CC(=O)NCc1ccc(Cl)cc1	-4%
COc1ccccc1NS(=O)(=O)c1cc(NC(=O)c2ccc3c(c2)OCCO3)ccc1C	2%
O=C(NCCCCNC(=O)c1ccc(Cl)s1)c1ccc(Cl)s1	-18%
Cc1ccc(-c2ccc(C(=O)NCc3ccc(Cl)cc3)o2)c2ccccc12	-1%
CC1(C)CC(=O)C=C(Nc2ccc(C(=O)O)cc2)C1	-6%
COCCNC(=S)N1CCC(NC(=O)Nc2ccc(C)cc2)CC1	5%
COCCNc1c(-c2ccc(OC)c(OC)c2)nc2ccc(Cl)cn12	-4%
Cc1ccc(OCc2ccc(C(=O)NN)o2)cc1C	2%[57.5 µM]
OCC1CCCCN1C(=S)Nc1ccc(Cl)cc1Cl (stereo not given)	2%
CNC(=O)NC(=S)NC(=O)c1ccccc1Cl	-1%
CCOc1ccc(C(=O)Nc2ccccc2CC)cc1[N+](=O)[O-]	-6%
CCN1/C(=C2\C(=O)N(C)C(=S)N2c2ccccc2)C=Cc2ccccc21	?
CCOC(=O)NC(=O)CSc1ccc(C)cc1C	-9%
O=C(c1cccnc1)N1CCC(Oc2ccc(C(=O)N3CCCCO3)cc2)CC1	-4%
CCCCCCOc1ccc(N2C(=O)CC(N3CCN(CCN=CC4C(=O)CC(C)(C)CC4=O)CC3)C2=O)cc1 (stereo not given)	?
Cc1nnc(SCCN2CCOCC2)c2nn(-c3ccccc3F)c(C)c12	12%

# The last two compounds of the part above come first, to join the parts:
compound	ERK EGF block
CCCCCCOc1ccc(N2C(=O)CC(N3CCN(CCN=CC4C(=O)CC(C)(C)CC4=O)CC3)C2=O)cc1 (stereo not given)	?
Cc1nnc(SCCN2CCOCC2)c2nn(-c3ccccc3F)c(C)c12	12%
CC(c1nccs1)N(C)C(=O)CCc1nnc(CCc2ccccc2)o1 (stereo not given)	-9%
CC(=O)NC(NC(=S)N1CCCCCC1)C(Cl)(Cl)Cl (stereo not given)	2%[57.5 µM]
CN1/C(=C\C(=O)c2cccnc2)Sc2ccccc21	1%
O=C(O)c1ccc(/C=N/N2CCN(Cc3cccc4ccccc34)CC2)cc1	0%
COc1ccc(-c2cc(CS(=O)(=O)c3ccccc3)on2)cc1	-5%
CC(=O)c1ccc(-n2cc(-c3ccc(C(C)(C)C)cc3)[n+]3c2SCCC3)cc1	-13%
CCCn1nc([N+](=O)[O-])c(C(C#N)c2nc3ccccc3o2)c(Cl)c1=O (stereo not given)	?
CCCC[C@@H]1CNC(=O)C(=O)N1CCCc1cc(OC)c(OC)c(OC)c1	-6%[57.5 µM]
Cc1cc(=S)cc(C)n1CCO	-8%
c1csc(-c2nnc(Cc3cccc4ccccc34)o2)c1	4%
Cc1ccccc1Cn1ccc(=NCc2ccccc2)cc1	4%
CC(C)Cc1cc(CN2CCC(CO)(Cc3ccccc3)CC2)[nH]n1	7%[57.5 µM]
CC1NC(=O)NC1CCCCCC(=O)Nc1ccc(F)c(Cl)c1 (stereo not given)	10%
Clc1ccc(/C=N/Nc2nn[nH]n2)cc1	-2%
Cc1ccc2nc(/C(C#N)=C\c3ccc(Oc4ccc([N+](=O)[O-])cn4)cc3)[nH]c2c1	10%
COc1ccc(Oc2ncc3ncc(=O)n(Cc4ccc(F)cc4)c3n2)cc1	10%
Cc1ccc(NC(=O)c2ccc(Br)o2)cc1S(=O)(=O)N(C)C	-3%
Cn1c(N)c(C(=O)CN2CCc3ccccc3C2)c(=O)n(C)c1=O	-4%
CCN1CCCC1CNCc1ccc(OCc2ccc(Cl)nc2)c(OC)c1 (stereo not given)	7%[57.5 µM]
O=C(CSCc1c(Cl)cccc1Cl)NCc1ccccn1	0%
O=C(CSc1ccc2ccccc2n1)c1ccccc1	9%[57.5 µM]
CSC1=C(C#N)C(c2ccccc2)C(C(C)=O)=C(C)N1 (stereo not given)	1%
COCCN1C(=O)c2cc(C(=O)Nc3ccc(OC)c(OC)c3)ccc2C1Nc1ccc(OC)c(OC)c1 (stereo not given)	-4%
COc1ccc(-c2ccc(/C=C(\NC(=O)c3ccccc3)C(=O)N3CCOCC3)o2)cc1	2%
CCn1c(NC(C)=O)nc2ccccc21	4%
Cc1cc(/C=N\NC(=O)COc2cccc3cccnc23)c(C)n1-c1ccccc1	3%
CCc1nnc(NC(=O)CCn2cnc3ccccc3c2=O)s1	-5%
CCN(CC)CCCC(C)NC(=O)c1ccc(C(F)(F)F)cc1 (stereo not given)	-1%
COC(=O)c1sccc1NC(=O)CNC(=O)c1ccccc1	-5%
O=C(/C=C/c1ccc(Cl)cc1)Nc1ccccc1N1CCOCC1	6%
Cc1cc(C)n2nc(C(=O)NCc3cccc(C(F)(F)F)c3)nc2n1	32%
Cc1ccc(/C=C/c2nc3ccccc3c(=O)[nH]2)cc1	8%[57.5 µM]
O=C(Nc1ccncc1)c1cc([N+](=O)[O-])ccc1Cl	12%
Cc1cc(NC(=O)Cn2nnc(-c3ccccc3N)n2)no1	-1%
COc1ccc2c(c1)[nH]c1c(=O)n(CCN3CCOCC3)cnc12	11%[57.5 µM]
N#C/C(=C(/O)c1ccco1)c1nc2ccccc2[nH]1	-1%
Cn1c(C(=O)NCc2ccccn2)cc2c(=O)n3ccccc3nc21	-6%
COc1ccc(/C=C(\C#N)C(=O)OCC(=O)NC(C)c2ccccc2)cc1 (stereo not given)	4%
Cc1ccc(C=Nc2ccccc2C(=O)Nc2ccccc2)cc1	2%
O=C1C=C(Nc2ccc(Cl)cc2)CC(c2ccco2)C1 (stereo not given)	2%
COc1ccc(C=O)cc1CSc1nnc(COc2cccc3cccnc23)o1	-1%
Cc1cccc(CNc2ccnc(-c3ccc(C(=O)N(C)C)cc3)n2)c1	23%
O=C(NCC1OCCc2ccccc21)c1ccc(NC(=O)c2ccc(Cl)cc2Cl)cc1 (stereo not given)	6%
CCOP(=O)(OCC)C(NC(=O)/C=C/c1ccc(OC)cc1)c1ccccc1 (stereo not given)	2%[57.5 µM]
O=[N+]([O-])c1cccc(/C=C/c2ccncc2)c1	-8%[57.5 µM]
O=C(COC(=O)c1cc(-c2ccccn2)nc2ccccc12)Nc1ncc(C(F)(F)F)cc1Cl	3%[57.5 µM]
COc1ccc(S(=O)(=O)Nc2cccc(F)c2)cc1C	-2%
N#CCCN(CCC#N)S(=O)(=O)c1ccc(C(=O)Nc2nnc(C3=COCCO3)o2)cc1	-2%

# Already shown: 2 of the compounds above.
compound	ERK EGF block
COc1ccc(S(=O)(=O)Nc2cccc(F)c2)cc1C	-2%
N#CCCN(CCC#N)S(=O)(=O)c1ccc(C(=O)Nc2nnc(C3=COCCO3)o2)cc1	-2%

# New compounds follow:
compound	ERK EGF block
O=C(NCCCn1ccnc1)/C(=C\c1cccs1)NC(=O)c1cccs1	1%[57.5 µM]
c1ccc2[nH]c(CSc3nccs3)nc2c1	-3%
O=C(Nc1ccc(F)cc1)N1CCCN(c2nccc(C(F)(F)F)n2)CC1	-2%[57.5 µM]
CC(C)(C)NC(=O)C(=O)NNC(=O)c1cccc(F)c1	-9%
Cc1cnc(NC(=O)CSc2nnc(-c3ccccc3)o2)s1	-14%
Nc1nc(Nc2ccccc2)nc(N2CCOCC2)c1[N+](=O)[O-]	-5%
COC(=O)c1cc(NS(=O)(=O)c2ccc(NCc3cccnc3)c(N)c2)cc(C(=O)OC)c1	0%
NC(=O)COC(=O)c1cc(Cl)cc(Cl)c1N	-3%
COc1cccc(C(c2nnnn2CCc2ccccc2)N2CCN(c3ccccc3)CC2)c1OC (stereo not given)	-12%
COc1cc2c(cc1N/C=C(\C#N)c1nc(-c3ccc(F)cc3)cs1)oc1ccccc12	4%[57.5 µM]
CCCCn1c(=O)c(CCC(=O)OCC(=O)NCc2ccc(OC)c(OC)c2)nc2ccccc21	-1%
O=C(NC1CCCC1)C1CCN(c2nccs2)CC1	3%
Cc1ccc(Cn2c(O)c(N=O)c3ccccc32)cc1	-8%
Cc1[nH]c2ccccc2c1C(=O)COc1ccccc1F	-4%
Cc1cc(NC(=O)CN2CCCCC2)no1	9%
CCOC(=O)Cc1csc(NC(=O)/C=C/c2ccc(Cl)cc2)n1	-6%[57.5 µM]
CCC(=O)NC(c1ccco1)c1cc(Cl)c2cccnc2c1O (stereo not given)	8%
O=C(NCc1ccc(-c2nc3ccccc3s2)cc1)c1ccco1	12%
CCOc1ccc2[nH]c(=O)c(CN(CC3COCCO3)C(=O)c3ccc(C)cc3)cc2c1 (stereo not given)	3%
CCn1c(C(=O)N2CCCC(C(=O)O)C2)cc2sccc21 (stereo not given)	2%
Cc1ccc(O)c(/C=N/NC(=O)C2=NNC(c3ccccc3)(c3ccccc3)C2)c1	2%

# These rows are one share of the data; the hit share may differ from the screen's.
